High-throughput results from PubChem.
UPR CHOP act: activators of apoptotic arm of unfolded protein response (CHOP); CHO-CHOP luciferase reporter, UPR activation, luminescence; percent of tunicamycin response over DMSO baseline; activation, % at 10 µM; actives 0.34% (n = 330,000);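 active = at 10 µM dose, activation of 40% or more, normalized to positive control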;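 also: 100% = tunicamycin at 10 µg/mL and 0% = DMSO alone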
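Material: CHO-CHOP cells, stable luciferase reporter of PERK-eIF2a-CHOP signalling; quantity: 500 reporter cells seeded per well; buffer or medium: F12 medium containing 10% fetal bovine serum; compound: one dose, 10 µM in 0.5% DMSO; incubation: 6 h compound treatment, 37 °C; measured by: Steady-Glo luciferase luminescence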
NLRP3 yeast inh: blocks the NALP3 inflammasome reconstituted in yeast; Yeast reconstituted NLRP3/ASC/caspase-1, beta-gal luminescence, 24 h; inhibition, % at 10 µM; actives 0.39% (n = 330,000); AID 2825;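 active = inhibition of 50% or more; inactive = inhibition below 50%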;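 also: plate controls were induced DMSO wells for no effect and uninduced yeast grown without galactose for full effect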
Mdm2-MdmX inh: human Mdm2/MdmX binding inhibition | AID 485346 | SaOS-2 split-luciferase Mdm2/MdmX complementation, luminescence | inhibition, % at 8 µM | actives 3% (n = 330,000);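 active = inhibition of at least 50% at 8 µM in the primary screen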
XBP1 UPR activ: activators of adaptive arm of unfolded protein response (XBP1) | CHO-XBP1 luciferase reporter, IRE1-XBP1 UPR activation, luminescence; percent of tunicamycin response, DMSO as zero | activation, % at 20 µM | actives 0.33% (n = 330,000) | AID 463104;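 active = versus positive control, 20 µM dose yields 30% or more activation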;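 also: 100% = tunicamycin at 10 µg/mL and 0% = DMSO only wells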
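Assay system: IRE1-XBP1 luciferase reporter CHO line. Input: 1000 cells/well. Buffer or medium: F12 with 10% serum. Doses: 20 µM, 1% DMSO. Times: overnight seeding at 37 °C, 6 h compound treatment at 37 °C. Technique: Steady-Glo luciferase glow luminescence, 10 min after reagent addition.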
tim10-1 inh: tim10-1 yeast growth inhibition | S. cerevisiae tim10-1 ts strain growth, BacTiter-Glo, 24 h | inhibition, % at 20 µM | actives 2.2% (n = 330,000) | AID 463190;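 active = inhibition of at least 40%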;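 also: mutant grown at 25 °C; 0% = DMSO wells with yeast and 100% = wells holding no yeast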
tim23-1 inh: growth inhibitors of tim23-1 mutant yeast; S. cerevisiae tim23-1 growth, BacTiter-Glo luminescence, 24 h; inhibition, % at 20 µM; actives 1.3% (n = 330,000); AID 463212;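 active = growth inhibition of the mutant yeast at or above 50%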;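 also: temperature-sensitive mutant grown at 25 °C; plate controls were DMSO-treated mutant yeast for no effect and medium wells lacking yeast for full effect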
GRIN3A LBD mod: NR3A (human) ligand-binding domain modulation; NR3A LBD differential scanning fluorimetry, Tm shift; 0% = protein alone, 100% = glycine-bound protein; Tm shift relative to glycine control, % at 25 µM; actives 2.5% (n = 340,000); AID 1259313;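 active = melting temperature shift of at least 10% of the positive control shift, at one fixed dose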
TIM10 inh: inhibits growth of TIM10 yeast strain | actives 1.4% (n = 330,000) | AID 463195 | S. cerevisiae TIM10 strain growth, BacTiter-Glo luminescence, 24 h | inhibition, % at 10 µM;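 active = inhibition of 40% or more at the single tested concentration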;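 also: wild-type TIM10 isogenic control strain grown at permissive 25 °C; 0% = DMSO yeast wells and 100% = minimal medium wells without yeast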
APJ ag: activates the human apelin receptor APJ; actives 0.11% (n = 330,000); CHO-K1 APJ PathHunter beta-arrestin, luminescence; 0% DMSO wells, 100% apelin; activation, % at 20 µM;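 active = activation more than six SD over the plate average, tested at 20 µM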;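 also: 0% = DMSO alone and 100% = apelin-13 at 10 nM; some results filed as inactive read as strong as hits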
Target sequence (P35414 whole entry, looked up): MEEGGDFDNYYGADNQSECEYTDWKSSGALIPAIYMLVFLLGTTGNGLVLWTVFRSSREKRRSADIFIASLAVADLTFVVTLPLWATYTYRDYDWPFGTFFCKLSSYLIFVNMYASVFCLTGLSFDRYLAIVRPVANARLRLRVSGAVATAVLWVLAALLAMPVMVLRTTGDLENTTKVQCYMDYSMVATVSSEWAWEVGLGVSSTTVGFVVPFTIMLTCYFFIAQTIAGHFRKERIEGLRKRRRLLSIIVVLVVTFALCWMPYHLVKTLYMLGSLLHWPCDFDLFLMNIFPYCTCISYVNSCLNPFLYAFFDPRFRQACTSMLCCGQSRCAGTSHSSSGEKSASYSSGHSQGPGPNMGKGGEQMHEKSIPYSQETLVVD
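Test system – PathHunter CHO-K1 APJ (AGTRL-1) beta-arrestin reporter cells · Input – 1000 cells/well · Compound – single test compound dose, 20 µM final, 1% DMSO · Times – compound stimulation 90 min at 25 °C, detection 60 min · Technique – beta-gal luminescence · Read-out basis – APJ–arrestin association signal · Control set – negative DMSO alone, positive Apelin-13 at 10 nM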
Starred values were filed as active, the others as inactive; · = no result given.

SMILES | UPR CHOP act | NLRP3 yeast inh | Mdm2-MdmX inh | XBP1 UPR activ | tim10-1 inh | tim23-1 inh | GRIN3A LBD mod | TIM10 inh | APJ ag
CCOc1cc(NC(=S)Nc2cccc(OC)c2)c(OCC)cc1NC(=O)C1CC1 | 1.7 | 11 | 15 | 0 | 13 | 17 | 1 | -8 | -1
COc1ccc(N2CCN(C(=O)COC(=O)c3cccc(S(=O)(=O)Nc4cccc(C)c4)c3)CC2)cc1 | 0.0 | 18 | 29 | -6 | -8 | -3 | -4 | 13 | 0
O=C(NCC1CCCO1)c1cc(-c2ccncc2)nc2ccccc12 (stereo not drawn) | 0.5 | 10 | 10 | 5 | 19 | 18 | 0 | 17 | -4
Cc1cc(C)c(S(=O)(=O)Nc2ccc(C(=O)O)cc2)cc1S(=O)(=O)Nc1ccc(C(=O)O)cc1 | 3.0 | 13 | 18 | 1 | -5 | -9 | -1 | 1 | -4
Cc1ccc2c(c1)C(c1ccccc1)N(C(=O)CC(C)C)CC(=O)N2 (stereo not drawn) | 1.5 | -11 | -27 | 0 | 38 | 27 | -8 | 24 | 0
Cc1cccn2c(=O)c3cc(C(=O)NCC(C)C)sc3nc12 | 4.7 | 16 | 5 | 5 | 2 | 26 | -2 | 12 | -2
CCOC(=O)C(C)(C)n1nnc(-c2ccc([N+](=O)[O-])cc2)n1 | 1.5 | -14 | -1 | -1 | 18 | 1 | -4 | 2 | -2
O=c1[nH]c(=O)c2cc([N+](=O)[O-])cc([N+](=O)[O-])c2[nH]1 | 1.2 | 4 | 12 | -3 | 4 | 3 | 1 | 8 | 1
O=C(CSc1nnnn1-c1ccccc1)NCc1ccco1 | -0.6 | 5 | 20 | -4 | -2 | 1 | -2 | -15 | -2
Cc1oc(-c2ccccc2F)nc1CS(=O)(=O)CC(=O)NC1CCCC1 | 2.3 | 8 | 6 | 3 | 8 | -2 | 2 | 2 | -4
O=C(CN1C(=O)NC2(CCCCCCC2)C1=O)NCc1ccc(F)cc1 | 1.4 | 11 | -13 | 2 | 6 | 1 | 4 | 1 | 0
CCC(CC)NC(=O)COC(=O)CCC(=O)c1ccc(Cl)cc1 | -0.6 | 13 | 22 | -2 | 8 | 12 | 0 | -3 | -3
CCCC(=O)NC(C)c1nc2ccccc2[nH]1 (stereo not drawn) | 0.2 | -6 | -2 | -2 | 3 | 4 | 0 | -1 | -1
COc1ccc(NC(=O)COC(=O)Cc2ccccc2[N+](=O)[O-])cc1OC | -0.7 | 18 | 14 | -3 | 15 | -6 | -14 | 14 | -1
O=S(=O)(/C=C/c1cccc(Br)c1)N1CCOCC1 | -0.4 | 12 | 24 | -2 | 22 | 17 | 3 | 7 | 2
COc1ccc(CCNc2nncc(=O)[nH]2)cc1OC | 0.5 | 9 | 6 | 1 | 15 | 8 | 1 | 2 | -2
Brc1ccc2ncnc(NCc3ccccc3)c2c1 | 0.4 | 28 | 84* | -1 | 24 | 34 | 9 | 8 | 2
COc1ccc(NC(=O)Nc2cc(C)ccc2OC(F)F)c(OC)c1 | 1.7 | 20 | -2 | -4 | 27 | 50 | -11 | 6 | 1
Cc1ccc(Nc2nc(N)nc(CN3CCN(C)CC3)n2)cc1 | 0.8 | 7 | -15 | -1 | -1 | 23 | 3 | -6 | 9
N#CCc1nc(CSc2nc3ccccc3o2)cs1 | 0.6 | 18 | -3 | 9 | 27 | 18 | 0 | 26 | -4
Nc1nc(-c2ccc(Br)s2)c(Br)s1 | 3.5 | 8 | -8 | 2 | 54* | 47 | 0 | 52* | -5
Cc1ccc(C)c(S(=O)(=O)N2CCCC2CNC(=O)C(=O)NCC2CCCO2)c1 (stereo not drawn) | 1.2 | 9 | -5 | 2 | 17 | 11 | -1 | 6 | 5
CC(C)(CO)CNC(=O)c1ccc(OC2CCN(C(=O)C3CC3)CC2)cc1 | -0.7 | 9 | -1 | 1 | 16 | 4 | -2 | -29 | -2
COC(=O)C(NC(=O)C(NC(=O)c1ccccc1)C(C)C)C(C)C (stereo not drawn) | -1.9 | 6 | -2 | -2 | 6 | -13 | -1 | 1 | -1
Cc1nc2sccn2c1-c1nc(-c2cc3ccccc3o2)cs1 | 4.3 | 13 | 9 | 0 | 27 | 22 | -2 | 19 | -3
O=C(CSc1nnc2ccccn12)Nc1ccc2c(c1)OCO2 | 1.4 | 2 | 2 | -2 | 8 | 9 | 0 | 4 | -3
CC(Sc1nnc(-c2ccncc2)n1-c1ccc(F)cc1)C(=O)NC1CC1 (stereo not drawn) | -1.8 | 10 | -13 | 1 | 7 | -11 | 0 | 2 | -3
Cn1c(Cc2cccs2)nnc1SCC(=O)Nc1ccc(C(N)=O)cc1 | 0.6 | 16 | 6 | 0 | -27 | -10 | 0 | -1 | -4
O=C(CN(c1cccc([N+](=O)[O-])c1)S(=O)(=O)c1ccccc1)N1CCCCC1 | -0.2 | -10 | -3 | -1 | 3 | 9 | -1 | 21 | -3
Cc1ccc(-c2c(C(=O)O)c(C(=O)O)c3n2CCC3)cc1 | -1.9 | -4 | 28 | 0 | 9 | 8 | 1 | -2 | -1
C=CC[C@H](CC(=O)NCCO)C(=O)NCCOC(=O)[C@@H](CC=C)CC(=O)OC(C)(C)C | -1.5 | 8 | -20 | -4 | -6 | -16 | -1 | 3 | -4
CC1C/C(=N\NC(=O)CCc2ccc(S(=O)(=O)N3CCOCC3)cc2)CC(C)(C)C1 (stereo not drawn) | -2.3 | 6 | 14 | 2 | 2 | -2 | 0 | -8 | -1
COc1ccccc1NC(=O)c1ccc(CSc2ncccn2)cc1 | 3.2 | 23 | 8 | 1 | 11 | 1 | · | 2 | -3
Cc1ccc(CNC(C)c2ccccc2)cc1 (stereo not drawn) | 0.1 | 13 | 4 | -2 | -9 | -4 | 0 | -1 | -4
COc1ccc(OC)c(NC(=O)Nc2c(O)ccc3ccccc23)c1 | 3.8 | 22 | 31 | -2 | 15 | 16 | -6 | 15 | 4
COc1ccccc1C1CCN(C(=O)c2ccccc2)CC1 | -0.6 | 5 | -24 | -2 | 1 | 3 | 1 | 12 | 1
CC12CCC(=O)N1C(C(=O)Nc1cc(Cl)ccc1N1CCCC1)CS2 (stereo not drawn) | 1.1 | -4 | 23 | 2 | 22 | 27 | 2 | 13 | -4
Cc1ccc(SC(C)c2nc(-c3cccnc3)no2)cc1 (stereo not drawn) | -0.6 | -4 | 2 | -1 | -13 | -22 | -1 | -24 | 1
O=C(c1c(Cl)nc2sccn12)N1CCN(c2cccc(Cl)c2)CC1 | -2.4 | 15 | 39 | 0 | 18 | 32 | 0 | 8 | 0
COc1ccc(C2C(C(C)=O)=C(C)Nc3ncnn32)c(OC)c1OC (stereo not drawn) | 2.0 | 0 | 27 | -4 | -5 | 4 | -2 | 4 | -2
NC(=O)c1nsc(C(=O)N(c2cccc(F)c2)C(C(=O)NC2CCCC2)c2ccco2)c1N (stereo not drawn) | 0.1 | 0 | 33 | 0 | -14 | -19 | 3 | -22 | -3
C/C(N)=C(/C#N)C(=O)COC(=O)CCSc1ccccc1Cl | -0.3 | -5 | 11 | 0 | 24 | 14 | 1 | 31 | 1
Cc1ccc(OCCCCN2CCCCC2)c(C)c1 | 1.6 | 22 | 8 | -5 | -50 | -5 | 0 | -34 | -3
C/C(=N\NC(=O)C1CC1)c1ccc(OC(F)F)cc1OC(F)F | 2.6 | 20 | 1 | 1 | -1 | 6 | 1 | -26 | 1
Cc1ccc(NNS(=O)(=O)c2ccc(C)cc2)cc1 | -0.7 | 6 | -6 | 1 | 10 | 16 | 0 | 7 | 8

Mdm2-MdmX inh: entries above that show a hit
Compound	NLRP3 yeast inh	Mdm2-MdmX inh	GRIN3A LBD mod	TIM10 inh	APJ ag
Brc1ccc2ncnc(NCc3ccccc3)c2c1	28	84*	9	8	2

Sorted by the number under GRIN3A LBD mod (falling): three from the list above.
| SMILES | NLRP3 yeast inh | Mdm2-MdmX inh | GRIN3A LBD mod | TIM10 inh | APJ ag |
| --- | --- | --- | --- | --- | --- |
| C/C(N)=C(/C#N)C(=O)COC(=O)CCSc1ccccc1Cl | -5 | 11 | 1 | 31 | 1 |
| CC1C/C(=N\NC(=O)CCc2ccc(S(=O)(=O)N3CCOCC3)cc2)CC(C)(C)C1 (stereo not drawn) | 6 | 14 | 0 | -8 | -1 |
| COc1ccc(C2C(C(C)=O)=C(C)Nc3ncnn32)c(OC)c1OC (stereo not drawn) | 0 | 27 | -2 | 4 | -2 |

Next part.
SMILES | UPR CHOP act | NLRP3 yeast inh | Mdm2-MdmX inh | XBP1 UPR activ | tim10-1 inh | tim23-1 inh | GRIN3A LBD mod | TIM10 inh | APJ ag
COc1ccc(C2C(C(=O)Nc3ccc(OC)c(OC)c3)c3ccccc3C(=O)N2C)cc1 (stereo not drawn) | 1.0 | 11 | 11 | -2 | 5 | 10 | 0 | 4 | -1
CC(=O)c1cccc(NC(=O)c2ccccc2N(Cc2ccccc2)S(C)(=O)=O)c1 | 0.8 | 0 | 7 | -3 | 4 | 23 | 2 | 12 | -3
O=C(c1ccccc1)N1CCN(Cc2ccccc2C(F)(F)F)CC1 | -0.5 | 1 | 14 | -1 | 7 | 24 | 1 | 8 | -4
Cc1ccccc1OCCCCN1CCCCC1 | 3.0 | 12 | 6 | -1 | -18 | -6 | -3 | -7 | -5
Cc1ccc(S(=O)(=O)N(C)C)cc1NC(=O)COC(=O)C1CCCC1 | 3.2 | 15 | -4 | 0 | 8 | 10 | 21* | 6 | -2
COc1ccccc1CCC(=O)OCC(=O)Nc1ccc(S(N)(=O)=O)cc1 | 0.7 | 8 | 1 | 1 | 5 | 5 | -1 | 11 | -1
CCn1c(C(=O)NCCCc2ccccc2)cc2sccc21 | 2.0 | 31 | -8 | 1 | 28 | 31 | 1 | 19 | 3
CC(C)CCOc1ccc(NC(=O)C2OC3OC(C)(C)OC3C3OC(C)(C)OC23)cc1 (stereo not drawn) | -0.6 | 10 | 1 | 1 | 13 | -4 | -2 | -25 | -1
CCCCn1c(SCC(=O)N2CCCC2)nnc1-c1ccccc1 | -2.2 | 3 | -14 | 1 | 21 | 27 | 1 | 11 | 10
N#Cc1c2c(c(NCc3cccnc3)n3c1nc1ccccc13)CCC2 | 0.4 | -14 | 10 | 0 | 20 | 22 | 3 | 12 | 6
O=C(NCCS(=O)(=O)N1CCN(c2ccccc2)CC1)C1CC1 | -0.9 | 11 | 26 | -3 | -11 | -16 | 0 | 2 | -5
CC(=O)Nc1ccc(NC(=O)c2cc(-c3ccc(C)c(C)c3O)n[nH]2)cc1 | 5.3 | 12 | -8 | 10 | 21 | -7 | 39* | -9 | -3
O=C(Nc1ccc2c(c1)OCO2)Nc1ccc(Br)cn1 | 3.5 | 26 | -29 | 4 | 2 | 10 | -30 | 22 | 2
CCC(C)NC(=O)c1cc(CC(C)C)on1 (stereo not drawn) | 5.1 | 9 | 1 | 0 | -12 | -3 | 6 | -8 | 4
CC(C)C(=O)NC(NC(=O)C(C)C)c1ccc([N+](=O)[O-])cc1 | -0.8 | 3 | 13 | -1 | -5 | -8 | 1 | -8 | 0
